Screening data: PubChem BioAssay, several laboratories
PKA-R2B activ: activates the human PKA-R2B holoenzyme complex; PKA-R2B holoenzyme dissociation, Cy5-IP20 fluorescence polarization; R2B truncated from residue 108, S112A mutant; 0% DMSO only, 100% 113 µM cGMP; AID 504700; P22694+P31323; activation, % at 11.4 µM; hit rate 0.079% among 340,000;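 active = activation above a cutoff set at the mean over all compounds plus 3 SD, cut at about 18% in these data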;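 note: higher means more holoenzyme dissociation and a rise in polarization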
PKA-R1A act: activators of PKA-R1A complex. hit rate 0.083% among 340,000. activation, % at 11.4 µM. PKA-R1A dissociation, Cy5-IP20 fluorescence polarization; scaled: DMSO 0%, 113 µM cGMP 100%. AID 504707;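 active = percent activation above the mean of all tested compounds plus 3 SD, cut at about 19% in these data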;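 note: higher means more PKAc released from R1A so a rise in polarization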
MOR-DOR ag: agonists of human mu-delta opioid receptor heterodimerization; P35372+P41143; cells, OPRM1-OPRD1 heterodimerization, luminescence; activation, % at 9.3 µM; hit rate 0.3% among 340,000; AID 504326; in the data active = activation above about 18%;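 note: 0% = vehicle-treated cells and 100% = reference agonist; values of inactives mirror those of a sister screen read the other way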
DAGLB inh: diacylglycerol lipase beta (human) inhibition | Q8NCG7 | HEK293T DAGLB membrane lysate, EnzChek fluorogenic substrate | inhibition, % at 5.17 µM | hit rate 0.059% among 340,000 | AID 504411; in the data active = inhibition above about 34%;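 note: 0% = enzyme with vehicle and 100% = wells lacking enzyme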
V-ATPase pH: yeast V-ATPase proton transport regulation by pHLuorin. S. cerevisiae, pHLuorin cytosolic pH fluorescence. response, % at 10 µM. hit rate 0.37% among 350,000; in the data active = response mostly above about 7.3%, no sharp cut-off; inactive = mostly below about 5.4%; note: actives read high; inactives centre near 0; some compounds called inactive have numbers as strong as hits; reference of the scale not given here
Arr AP2 block: blocks beta-arrestin peptide binding to AP2 adaptin. FITC-arrestin peptide / GST-AP2 beads, flow cytometry; AP2 beta2 appendage carries R879A mutation. inhibition, % at 10 µM. hit rate 0.31% among 340,000. AID 504490;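 active = inhibition above a set limit, near 3 SD of compounds lacking own fluorescence, cut at about 54% in these data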;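 note: plate controls were DMSO wells for no effect and 5 µM unlabelled arrestin peptide for full effect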
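System: GST-tagged AP2 beta2-adaptin appendage (R879A) on 4 µm glutathione beads / Reagent: FITC-arrestin peptide, 50 nM / Detection: HyperCyt-sampled flow cytometry, FL1 channel, ex 488/em 535 nm / Timing: 12 min plus 1 h, RT / Buffer or medium: PBS plus Tween 20 (0.05%) and BSA (0.1%)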
Pemphigus Ab inh: human desmoglein-3 autoantibody binding inhibition; P32926; DSG3-coupled beads, scFv-anti-DSG3-GFP binding, flow cytometry; stronger effect = lower value; binding (percent of control), % at 10 µM; hit rate 0.48% among 310,000; AID 588358;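 active = binding more than 3 SD below its plate's average and above zero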;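 note: hits lower antibody fragment binding to DSG3; some compounds called inactive have numbers as strong as hits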
Target sequence (P32926 whole entry, looked up, the tested form may be a part): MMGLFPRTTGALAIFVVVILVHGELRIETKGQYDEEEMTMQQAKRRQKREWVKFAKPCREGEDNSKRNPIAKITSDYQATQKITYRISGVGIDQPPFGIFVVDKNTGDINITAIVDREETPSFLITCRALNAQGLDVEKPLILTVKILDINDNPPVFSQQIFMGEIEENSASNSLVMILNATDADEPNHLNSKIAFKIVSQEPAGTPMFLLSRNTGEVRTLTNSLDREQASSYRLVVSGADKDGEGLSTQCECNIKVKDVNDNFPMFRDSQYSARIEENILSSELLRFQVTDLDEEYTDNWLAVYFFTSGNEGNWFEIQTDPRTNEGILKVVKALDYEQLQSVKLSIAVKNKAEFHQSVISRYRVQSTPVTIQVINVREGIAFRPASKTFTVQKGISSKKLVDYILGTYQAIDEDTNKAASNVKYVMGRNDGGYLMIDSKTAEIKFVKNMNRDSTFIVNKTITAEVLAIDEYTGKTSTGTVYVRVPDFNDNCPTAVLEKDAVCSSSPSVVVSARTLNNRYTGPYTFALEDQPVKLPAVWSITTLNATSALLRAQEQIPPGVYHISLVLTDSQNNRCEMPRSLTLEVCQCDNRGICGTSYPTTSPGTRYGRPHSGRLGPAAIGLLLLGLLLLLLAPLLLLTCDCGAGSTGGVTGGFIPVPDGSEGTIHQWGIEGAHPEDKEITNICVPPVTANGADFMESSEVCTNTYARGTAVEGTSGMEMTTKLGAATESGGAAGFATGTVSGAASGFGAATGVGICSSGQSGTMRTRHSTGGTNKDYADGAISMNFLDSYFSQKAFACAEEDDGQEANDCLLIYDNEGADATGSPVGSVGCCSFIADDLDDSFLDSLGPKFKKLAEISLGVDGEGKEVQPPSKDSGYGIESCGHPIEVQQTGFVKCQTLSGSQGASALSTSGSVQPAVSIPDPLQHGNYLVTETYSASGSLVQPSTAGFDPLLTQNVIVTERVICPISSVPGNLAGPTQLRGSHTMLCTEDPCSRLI
HTR5A ag: counter-screen for OPRM1-OPRD1 agonists: human HTR5A agonism. P47898. AID 504692. hit rate 0.61% among 340,000. activation, % at 9.3 µM. HTR5A agonist assay, luminescence, cell-based; in the data active = activation mostly above about 9.5%, no sharp cut-off; inactive = mostly below about 7.6%;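 note: 0% = cells with vehicle only and 100% = reference agonist; strong numbers were not always called active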
OPRM1-OPRD1 inv: inverse agonists of human mu-delta opioid receptor heterodimerization. P35372+P41143. cell-based MOR-DOR heterodimer luminescence, inverse agonism. inhibition, % at 9.3 µM. hit rate 0.21% among 340,000. AID 504357; in the data active = inhibition above about 22%, passing the limit was not always enough;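 note: 0% = cells with DMSO and 100% = wells without cells with DMSO; values of inactives mirror those of a sister screen read the other way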
HTR5A inv ag: inverse agonist of human HTR5A in OPRM1-OPRD1 counter-screen | hit rate 0.083% among 340,000 | inhibition, % at 9.3 µM | P47898 | HTR5A cell line, luminescence, inverse agonism; in the data active = inhibition mostly above about 23%, no sharp cut-off; inactive = mostly below about 18%;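 note: 0% = cells with DMSO and 100% = no-cell wells with DMSO; some compounds called inactive have numbers as strong as hits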
Active calls of the source: *; nt = not tested or not shown.

A first look:
[1] COCCNC(=O)CN(Cc1ccc(Cl)cc1)S(C)(=O)=O
[2] CC1=NN(C(C#N)c2ccccc2C)C(C)(C)C1 (stereo unspecified)
[3] CCc1cc2c(=O)c(-c3ccc(F)cc3)c(C)oc2cc1OCC(=O)O
[4] O=C(Nc1cccnc1N1CCOCC1)c1cccs1
[5] CCn1cc(CN2CCC(C(=O)Nc3ccc(Oc4ccccc4F)cc3)CC2)cn1
[6] Cc1cccn2cc(CCNC(=O)c3ccco3)nc12
[7] O=C(O)CCCCCCCCCCCNC(=O)NC12CC3CC(CC(C3)C1)C2
[8] Cc1ccc(C(=O)OCC(=O)NCc2ccco2)cc1
[9] N/C(=N\OC(=O)COc1ccccc1)c1cccnc1
[10] CC(C)CCNCC1OCc2ccccc2CO1
[11] O=C(O)CSC1CC(=O)N(c2cccc(Cl)c2)C1=O (stereo unspecified)
[12] O=C(CNC(=O)c1ccc(Br)cc1)NC1CC1
assay / compound | 1 | 2 | 3 | 4 | 5 | 6 | 7 | 8 | 9 | 10 | 11 | 12
HTR5A inv ag | 3 | 0 | 16 | -21 | nt | -48 | 0 | 22 | 6 | -1 | -1 | -5
V-ATPase pH | -4 | -3 | -3 | -2 | -5 | 2 | 9 | 1 | 1 | -2 | 2 | 0
OPRM1-OPRD1 inv | 10 | -3 | 5 | 3 | nt | -2 | 0 | 2 | 16 | -11 | 14 | 5
PKA-R1A act | -6 | 2 | -3 | 0 | -4 | 6 | -6 | -11 | -9 | -10 | -3 | 1
DAGLB inh | -3 | 1 | -1 | 0 | 3 | -1 | -2 | -1 | -5 | 1 | -3 | -2
MOR-DOR ag | -1.8 | 0.5 | -1.0 | -0.6 | nt | 0.4 | 0.0 | -0.4 | -3.0 | 1.6 | -2.4 | -1.3
Arr AP2 block | 7 | -2 | 6 | -9 | nt | -3 | 12 | 5 | 9 | 12 | 19 | 18
PKA-R2B activ | -3 | -8 | -6 | 7 | 1 | -4 | 0 | 6 | 1 | -9 | 2 | -1
HTR5A ag | -1 | 0 | 0 | 3 | nt | 0 | 3 | -4 | -2 | -1 | 1 | 1
Pemphigus Ab inh | 99 | 103 | 98 | nt | 106 | 100 | 97 | 67 | 96 | 104 | 103 | 98

The whole of this part, previewed entries included:
[1] COCCNC(=O)CN(Cc1ccc(Cl)cc1)S(C)(=O)=O
[2] CC1=NN(C(C#N)c2ccccc2C)C(C)(C)C1 (stereo unspecified)
[3] CCc1cc2c(=O)c(-c3ccc(F)cc3)c(C)oc2cc1OCC(=O)O
[4] O=C(Nc1cccnc1N1CCOCC1)c1cccs1
[5] CCn1cc(CN2CCC(C(=O)Nc3ccc(Oc4ccccc4F)cc3)CC2)cn1
[6] Cc1cccn2cc(CCNC(=O)c3ccco3)nc12
[7] O=C(O)CCCCCCCCCCCNC(=O)NC12CC3CC(CC(C3)C1)C2
[8] Cc1ccc(C(=O)OCC(=O)NCc2ccco2)cc1
[9] N/C(=N\OC(=O)COc1ccccc1)c1cccnc1
[10] CC(C)CCNCC1OCc2ccccc2CO1
assay / compound | 1 | 2 | 3 | 4 | 5 | 6 | 7 | 8 | 9 | 10
HTR5A inv ag | 3 | 0 | 16 | -21 | nt | -48 | 0 | 22 | 6 | -1
V-ATPase pH | -4 | -3 | -3 | -2 | -5 | 2 | 9 | 1 | 1 | -2
OPRM1-OPRD1 inv | 10 | -3 | 5 | 3 | nt | -2 | 0 | 2 | 16 | -11
PKA-R1A act | -6 | 2 | -3 | 0 | -4 | 6 | -6 | -11 | -9 | -10
DAGLB inh | -3 | 1 | -1 | 0 | 3 | -1 | -2 | -1 | -5 | 1
MOR-DOR ag | -1.8 | 0.5 | -1.0 | -0.6 | nt | 0.4 | 0.0 | -0.4 | -3.0 | 1.6
Arr AP2 block | 7 | -2 | 6 | -9 | nt | -3 | 12 | 5 | 9 | 12
PKA-R2B activ | -3 | -8 | -6 | 7 | 1 | -4 | 0 | 6 | 1 | -9
HTR5A ag | -1 | 0 | 0 | 3 | nt | 0 | 3 | -4 | -2 | -1
Pemphigus Ab inh | 99 | 103 | 98 | nt | 106 | 100 | 97 | 67 | 96 | 104

[11] O=C(O)CSC1CC(=O)N(c2cccc(Cl)c2)C1=O (stereo unspecified)
[12] O=C(CNC(=O)c1ccc(Br)cc1)NC1CC1
[13] O=C1C=C(c2ccc(F)cc2OCc2ccccc2)C[C@@H](c2ccc(Cl)cc2)C1
[14] O=[N+]([O-])c1ccc2[nH]c(O)c(N=NC3CS(=O)(=O)CC3O)c2c1 (stereo unspecified)
[15] Cc1ccccc1C(=O)N1CCN(c2ccc(NC(=O)c3ccccc3[N+](=O)[O-])cc2)CC1
[16] CN(C)S(=O)(=O)c1ccc(Cl)c(C(=O)OCC(=O)NC(=O)c2cccn2C)c1
[17] COc1ccc(Cc2nnc(SCC(=O)Nc3ccc(C)cc3)n(N)c2=O)cc1
[18] CCOc1ccc(CCNC(=O)c2cc(C)on2)cc1OCC
[19] O=C1CC(c2ccco2)CC(O)=C1C=NCCN1CCN(C(=S)Nc2ccccc2)CC1 (stereo unspecified)
[20] Cc1cc(NC(=O)NCc2ccco2)ccc1NC(=O)NCc1ccco1
assay / compound | 11 | 12 | 13 | 14 | 15 | 16 | 17 | 18 | 19 | 20
HTR5A inv ag | -1 | -5 | -45 | 6 | -13 | -5 | -6 | -14 | -1 | -10
V-ATPase pH | 2 | 0 | -1 | 0 | 1 | 1 | -1 | 3 | -3 | -1
OPRM1-OPRD1 inv | 14 | 5 | 9 | -1 | 4 | -13 | 18 | 9 | 3 | 12
PKA-R1A act | -3 | 1 | 3 | -1 | 4 | -5 | 6 | -9 | -17 | -7
DAGLB inh | -3 | -2 | -1 | 3 | 0 | -1 | 4 | 2 | -1 | 0
MOR-DOR ag | -2.4 | -1.3 | -1.6 | 0.2 | -0.8 | 2.6 | -3.7 | -1.6 | -0.6 | -2.4
Arr AP2 block | 19 | 18 | 5 | -8 | 10 | 0 | 2 | -2 | 56* | 1
PKA-R2B activ | 2 | -1 | -7 | 8 | 1 | 2 | 2 | -5 | 3 | 3
HTR5A ag | 1 | 1 | 3 | -2 | 5 | 2 | 5 | -4 | 10 | 3
Pemphigus Ab inh | 103 | 98 | 104 | 95 | 64 | 78 | 101 | 100 | 102 | 94

[21] Cc1cc2c(cc1S(=O)(=O)Nc1ccc(F)cc1)n(C)c(=O)c(=O)n2C
[22] O=C(O)CCC(NC(=S)Nc1ccccc1)C(=O)O (stereo unspecified)
[23] Cc1cc(C)cc(OCc2nnc(SCC(=O)Nc3ccccc3)o2)c1
[24] C=CCN1C(=O)c2ccc(C(=O)NCC(c3ccccc3)N(C)C)cc2C1=O (stereo unspecified)
assay / compound | 21 | 22 | 23 | 24
HTR5A inv ag | 1 | -8 | -7 | -18
V-ATPase pH | 3 | -5 | 5 | -5
OPRM1-OPRD1 inv | -4 | 18 | -42 | 12
PKA-R1A act | -10 | 1 | -14 | -10
DAGLB inh | 3 | 0 | -4 | 1
MOR-DOR ag | 0.8 | -3.3 | 8.3 | -2.4
Arr AP2 block | 24 | 25 | 0 | 12
PKA-R2B activ | 2 | -4 | -2 | 6
HTR5A ag | 0 | 3 | -3 | 7
Pemphigus Ab inh | 97 | 96 | 101 | 120
